# aSyn tox rescue – qHTS of alpha-syn Inhibitors: NCGC Sytravon Library Screen; S. cerevisiae alpha-synuclein toxicity rescue, BacTiter-Glo growth, 24 h; Potency, µM (doses to about 46.1 µM), inactives show at the top dose growth rescue (activation), usual class: activators; actives 0.02% (n = 94,000); AID 1347070, 2019; active = well fitted activation curve with a large enough effect; inconclusive = small, poorly fitted or top-dose-only effect; note: 0% is about no effect
#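 Growth restoration measured by BacTiter-Glo luminescence after 24 hr at 30 deg C; alpha-synuclein yeast, raffinose-pregrown to mid-log, were added at OD600=0.02 in galactose medium onto pinned compounds.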
# * = called active by the depositor; ? = inconclusive. Potency is the fitted concentration of half-maximal effect. A portion of the library, so the mix of outcomes need not match the whole.
SMILES,aSyn tox rescue
CC(CC(=O)N(C)c1c(N)n(Cc2ccccc2)c(=O)[nH]c1=O)c1ccccc1 (stereo unspecified),-4.1%
Cc1ccc(CNC(=O)c2ccc3c(c2)nc2n3CCOC2)cc1,-2.8%
Cc1ccc2occ(-c3cc(-c4ccc(Cl)cc4)nc4c3COc3ccccc3-4)c(=O)c2c1,-0.8%
CCOC(=O)c1[nH]c2c(c1-c1ccccc1)C(=O)CC(c1ccc(OC)c(OC)c1)C2 (stereo unspecified),-8.1%
Cc1ccc(/C=C(\C#N)C(=O)Nc2cc(C)ccc2C)cc1,-8.2%
CC(C)c1ccc(C2=CC(c3cccc(Cl)c3)n3c(nc4ccccc43)N2)cc1 (stereo unspecified),-25.1%
CC(C)(C)OC(=O)N1CCC(c2c(C(=O)NCc3ccc(F)cc3)cnn2-c2ccc(F)cc2)CC1,?
C=CCC(CC(O)COCCC)C(=O)NNC(=S)Nc1ccccc1 (stereo unspecified),-12.5%
COc1cc(/C=N/N=C(\N)c2nonc2N)cc(OC)c1O,-14.1%
COc1ccc(C(=O)C2CCCN(Cc3cnc(N4CCOCC4)s3)C2)cc1F (stereo unspecified),-6.1%
COc1ccc(NC(=O)Nc2ccccc2)cc1S(=O)(=O)N1CCCCC1,-7.9%
O=C(Nc1nnc(N2CCCCCC2)s1)Nc1ccccc1C(F)(F)F,11.2%
Cc1nc(CC(=O)Nc2ccc(N(C)C)cc2)cs1,4.2%
CC(C)c1ccc(NC(=O)CSC2=Nc3ccccc3C3=NC(CC(=O)NCCc4ccccc4)C(=O)N23)cc1 (stereo unspecified),4.2%
Cc1onc(-c2ccccc2)c1C(=O)NC(=S)NNC(=O)c1cccnc1,0.8%
CC(=O)c1cc(-c2ccccc2)n(CC(=O)Nc2ccc(C)c(C)c2)c1C,4.7%
CCc1cccc(C)c1NC(=O)Cn1ncc2c3ccccc3n(Cc3ccccc3)c2c1=O,8.7%
Nc1c(-c2ccccc2)nnn1Cc1ccccc1,2.2%
Cc1ccccc1OCC(=O)NCC(c1ccc(Cl)cc1)N1CCCCC1 (stereo unspecified),8.2%
O=C(Cn1c(=O)cnc2ccccc21)N1CCN(S(=O)(=O)c2ccccc2Br)CC1,6.7%
Cc1ccc(CCNC(=O)c2ccc3c(=O)n(-c4ccc(C)cc4)c(=O)[nH]c3c2)cc1,-3.1%
COc1ccc(OC(=O)c2nc(SCc3ccccc3F)ncc2Cl)cc1,-4.4%
Cc1ccc(C)c(NC(=O)CN2C(=O)CCc3cc(S(=O)(=O)N4CCCCC4)ccc32)c1,-2.3%
CCN(CC)CCNCC(=O)Nc1ccc(Oc2ccccc2)cc1,0.7%
Cn1ccc(C(=O)NC(=S)N2CCSCC2)n1,3.0%
O=C(NCCc1cn2ccccc2n1)c1cc(COc2ccc3ncccc3c2)on1,-3.5%
COc1ccc(-c2nc3sc(CCNS(=O)(=O)c4ccc(F)c(C)c4)c(C)n3n2)cc1,0.3%
Cc1ccc2nc(-c3ccccn3)c(Nc3ccccc3C)n2c1,-12.6%
CCc1c(C)nc(SCC(=O)N2CC(C)OC(C)C2)[nH]c1=O (stereo unspecified),1.0%
COC(=O)c1ccc(-c2noc(CN3CCCCC3c3nccn3C)n2)cc1 (stereo unspecified),-1.0%
Cn1c2c(c(=O)n(C)c1=O)C(CC(=O)Nc1ccc(F)cc1)C(=O)N2 (stereo unspecified),5.5%
CCCN1CNC(=S)N(CCc2ccccc2)C1,14.8%
COc1cc(-c2ccno2)ccc1S(=O)(=O)N1CCN(c2ccccc2)CC1,3.0%
CCS(=O)(=O)N1CCc2cc(C(=O)NCc3ccccc3Cl)ccc21,-4.1%
O=C(Nc1cc(Cl)cc(Cl)c1)c1cc(S(=O)(=O)N2CCC3(CC2)OCCO3)ccc1F,?
O=C(c1ccccc1)c1ccc2nc(N3CCN(c4ccccc4)CC3)c3nncn3c2c1,5.9%
COc1ccc(OCc2nnc(SCC(=O)N3C(C)CCCC3C)o2)cc1 (stereo unspecified),3.5%
COCCCNC(=O)c1ccc(Cn2c(=O)c3ccccc3n(Cc3ccc(C)cc3)c2=O)cc1,-2.6%
Cc1ccc(S(=O)(=O)N2CCC(Oc3cccc(C(F)(F)F)c3)CC2)cc1,5.8%
CN(C(=O)CSc1nc(C2CCCC2)nc2c1c(=O)n(C)c(=O)n2C)c1ccccc1,27.8%
CCOC(=O)c1ccc2c(c1)N(Cc1cccc([N+](=O)[O-])c1)C(=O)c1ccccc1S2,8.9%
CN(C)/C=C(/C(=O)c1ccc(Cl)cc1)S(C)(=O)=O,-3.8%
CSc1cccc(N2C(=O)N(Cc3ccc([N+](=O)[O-])cc3)c3ccccc3S2(=O)=O)c1,-8.0%
CCc1cccc(NC(=O)Cn2c(=O)n(-c3ccccc3C)c(=O)c3c2c2cc(C)ccc2n3C)c1,5.5%
COc1cc(C(=O)Nc2ccc3nc(SCc4ccc(C)cc4)sc3c2)cc(OC)c1OC,-5.4%
COC(=O)C(NC(=O)C(NC(=O)C1CCC(C)CC1)C(C)C)C(C)C (stereo unspecified),-3.4%
O=C1C(c2ccc(F)cc2)N(CCc2ccc(Cl)cc2)C(=O)CN1C1CCCCCC1 (stereo unspecified),-3.4%
Cc1ccccc1C(=O)OCc1cc(=O)n2nc(C(C)C)sc2n1,1.8%
CCN1CCN(c2ccc(S(=O)(=O)N3CCCCC3)cc2NC(=O)/C=C/c2ccc(OC(F)F)cc2)CC1,6.3%
O=S(=O)(NC1c2cccc3cccc(c23)C1N1CCNCC1)c1ccc(Cl)cc1 (stereo unspecified),6.5%
O=S(=O)(c1ccc2nc(N3CCN(c4cccc(Cl)c4)CC3)ccc2c1)N1CCCCC1,3.1%
COc1ccc2c(CNCc3ccc(Cl)cc3)c(C(=O)O)n(Cc3ccccc3C)c2c1,4.5%
CCN1CCN(C(c2ccccc2Cl)c2c(O)cc(C)n(CCOC)c2=O)CC1 (stereo unspecified),-0.4%
C#CC[N+](C)(C)CCN1C(=O)C2C(c3ccccc3)C=CC(c3ccccc3)C2C1=O (stereo unspecified),6.9%
CCc1ccc(-n2nc(C)c3c(C)cc(=O)n(CC(=O)Nc4ccc(C(C)=O)cc4)c32)cc1,-7.3%
Cc1ccc(NC(=O)CN(Cc2ccccc2)S(=O)(=O)c2ccc3nc(C)sc3c2)c(C)c1,2.7%
Cc1sc(C2C(C#N)=C(N)N(c3ccc(Cl)cc3)C3=C2C(=O)CCC3)cc1CN1CCOCC1 (stereo unspecified),4.9%
CCOc1ccc(NS(=O)(=O)c2ccc(NC(=O)N3CCCC3)cc2)cc1,-2.6%
N#Cc1ccc(NC2=NS(=O)(=O)c3ccccc32)cc1,-5.0%
Cc1cccc(N(CC(O)CN2CCCC2)S(=O)(=O)c2ccccc2)c1 (stereo unspecified),-7.0%

# 3 entries already listed, arranged by number of heavy atoms, low to high.
SMILES,aSyn tox rescue
CCOc1ccc(NS(=O)(=O)c2ccc(NC(=O)N3CCCC3)cc2)cc1,-2.6%
CCN1CCN(C(c2ccccc2Cl)c2c(O)cc(C)n(CCOC)c2=O)CC1 (stereo unspecified),-0.4%
C#CC[N+](C)(C)CCN1C(=O)C2C(c3ccccc3)C=CC(c3ccccc3)C2C1=O (stereo unspecified),6.9%

# Going on with the list.
SMILES,aSyn tox rescue
COC(=O)c1ccc(NC(=O)CCOc2ccccc2)cc1,-10.3%
COc1cnc(-c2ccccn2)nc1N(C)c1ccccc1,-1.2%
Cc1c(C(=O)OCC(=O)N(C)c2ccccc2)cccc1[N+](=O)[O-],8.7%
CC1CC(C)CN(C(=O)C2CCN(S(=O)(=O)c3cccs3)CC2)C1 (stereo unspecified),16.0%
O=C(CSc1ccc(F)cc1)NCCc1ccc(Cl)cc1,3.0%
Cc1ccc(NC(=O)CN2C(=O)CCc3cc(S(=O)(=O)N4CCOCC4)ccc32)c(C)c1,9.5%
Cc1ccc(-c2cc(C(=O)N3CCN(S(=O)(=O)c4ccc(Br)s4)CC3)[nH]n2)cc1C,4.0%
CCC(=O)N(C)CCc1cc2c(c(OC)c1/C=N/NC(=O)[C@H]1C[C@@H]1c1ccccc1)OCO2,-2.3%
CC1CCCCN1C(=O)CSc1nnc(-c2ccccc2O)o1 (stereo unspecified),10.8%
Cn1nc(-c2ccccc2F)c2cc(C(=O)N3CCN(c4ccc(F)cc4)CC3)sc21,6.8%
Cc1ccc(Cn2nnc3c(=O)[nH]c(C4CCCN(S(=O)(=O)c5ccc(F)cc5)C4)nc32)cc1 (stereo unspecified),0.3%
CC(=O)N1CCc2c(sc3c2c(=O)n(CCc2ccccc2)c(=O)n3Cc2ccccc2C)C1,-22.2%
CCCOc1ccc(C2CC(=O)Nc3c2c(C)nn3-c2nncc(-c3cccc(OC)c3)n2)cc1OC (stereo unspecified),-8.5%
O=C(NCCO)c1ccc(Oc2ccc(C(F)(F)F)cc2[N+](=O)[O-])cc1,-13.1%
CCN(CC)c1ccc(NC(=O)COC(=O)CCc2cc(OC)c(OC)c(OC)c2)cc1,-6.4%
CC(C)CCNC(=O)CSc1nc2ccsc2c(=O)n1Cc1ccccc1Cl,-1.5%
CCOC(=O)c1c(S(=O)(=O)N2CCC(C(=O)Nc3ccccc3OC)CC2)c(C)n(CC)c1C,-1.0%
CC(/C=C/C1[C@H](C)C[C@H](O[C@@H]2O[C@H](CO)[C@@H](O)[C@H](O)[C@H]2O)CC1(C)C)O[C@H]1O[C@H](CO)[C@@H](O)[C@H](O)[C@H]1O (stereo partly specified),10.1%
Cc1csc(NC(=O)CSc2ccccc2F)n1,5.0%
CCOc1ccc(-c2nn(-c3ccccc3)cc2C2NC(=O)NC(C)=C2C(=O)OC(C)C)cc1C (stereo unspecified),7.7%
CCCN1C(=O)c2ccccc2CC1(C)C(=O)NC1CCCCC1 (stereo unspecified),-4.1%
O=C(NC1CCN(Cc2ccccc2)CC1)c1ccc(Cn2c(=O)c3ccccc3n(Cc3ccccc3)c2=O)cc1,-1.8%
O=C(C1CCN(S(=O)(=O)c2c(Cl)cccc2Cl)CC1)N1CCCCCCC1,13.6%
Cc1ccc(-n2c(COc3ccccc3)nnc2SCC(=O)O)cc1,1.7%
Cc1cc(C)n2c(C)nnc2c1,2.6%
CC1=C(C(N)=O)C(c2ccccc2Br)n2ncnc2N1 (stereo unspecified),10.9%
O=C(NCCc1csc(-c2cccnc2)n1)c1cccc(C(F)(F)F)c1,-10.3%
CCOc1ccc(S(=O)(=O)N2CCN(c3c(C)cccc3C)CC2)c2ccccc12,4.5%
COc1ccc(CCNC(=O)C2=C(C)C(=O)OC23CCCCC3)c(OC)c1,-2.1%
CC(c1nc2ccccc2c(=O)[nH]1)N(C)CCOc1ccc(Cl)cc1 (stereo unspecified),-1.6%
Cc1cc(C)n2c(Nc3cccc(C(F)(F)F)c3)c(-c3ccsc3)nc2n1,2.3%
Cc1cc(NC(=O)c2ccc(Br)o2)cc(-c2nc3ccccc3o2)c1O,-7.3%
Cc1nc2cc(NC(=O)NCCCO)ccc2o1,6.6%
O=C(c1ccc2c(c1)OCO2)c1cn(Cc2ccc(F)cc2)c2ccccc2c1=O,8.6%
O=C(CSc1cccc[n+]1[O-])NC(=O)c1ccc(OC(F)F)cc1,3.1%
Cc1cccn2cc(-c3ccc(NC(=O)Cc4ccccc4)cc3)nc12,-0.4%
Cc1nc(-c2ccc(F)cc2)sc1CCNC(=O)c1ccccc1C(F)(F)F,3.9%
CN(Cc1ccccc1)S(=O)(=O)c1ccc(F)c(C(=O)Nc2cccc(Cl)c2Cl)c1,-8.5%
Cc1ccc(/C=C/S(=O)(=O)NCC(=O)O)cc1,6.5%
COc1cc(/C=C(\C#N)c2nc3ccccc3o2)ccc1O,-16.6%
Cc1ccc(CCNC(=O)c2c(C)oc3ncnc(N4CCOCC4)c23)cc1,2.4%
COc1ccccc1C(=O)Nc1ccc(NC(=O)c2ccco2)cn1,-6.4%
CC(=O)Nc1ccc(S(=O)(=O)NC2(C(F)(F)F)NC(=O)N(CC(C)C)C2=O)cc1 (stereo unspecified),-15.5%
Cc1cccc(-c2cc(NC(=O)c3ccccc3C)n(-c3ccccc3)n2)c1,2.0%
CCOC(=O)N1CCN(CC(O)c2c[nH]c3ccc(OC)cc23)CC1 (stereo unspecified),-6.8%
O=C(Nc1ccccc1N1CCCCC1)C1CCN(S(=O)(=O)c2ccccc2C(F)(F)F)CC1,0.3%
CC1CCN(c2nc3ccc(C(=O)NCc4ccc(Cl)cc4)cc3s2)CC1,8.3%
CC1Cc2nc(SCC(=O)OCc3ccccc3)n(C)c(=O)c2S1 (stereo unspecified),-5.5%
CCOC(=O)c1cccc(NC(=O)c2ncoc2-c2ccco2)c1,-11.6%

# Of the compounds above, 13 have an aryl thioether with sulfur outside any ring:
SMILES,aSyn tox rescue
COc1ccc(OC(=O)c2nc(SCc3ccccc3F)ncc2Cl)cc1,-4.4%
CCc1c(C)nc(SCC(=O)N2CC(C)OC(C)C2)[nH]c1=O (stereo unspecified),1.0%
COc1ccc(OCc2nnc(SCC(=O)N3C(C)CCCC3C)o2)cc1 (stereo unspecified),3.5%
CN(C(=O)CSc1nc(C2CCCC2)nc2c1c(=O)n(C)c(=O)n2C)c1ccccc1,27.8%
CSc1cccc(N2C(=O)N(Cc3ccc([N+](=O)[O-])cc3)c3ccccc3S2(=O)=O)c1,-8.0%
COc1cc(C(=O)Nc2ccc3nc(SCc4ccc(C)cc4)sc3c2)cc(OC)c1OC,-5.4%
O=C(CSc1ccc(F)cc1)NCCc1ccc(Cl)cc1,3.0%
CC1CCCCN1C(=O)CSc1nnc(-c2ccccc2O)o1 (stereo unspecified),10.8%
CC(C)CCNC(=O)CSc1nc2ccsc2c(=O)n1Cc1ccccc1Cl,-1.5%
Cc1csc(NC(=O)CSc2ccccc2F)n1,5.0%
Cc1ccc(-n2c(COc3ccccc3)nnc2SCC(=O)O)cc1,1.7%
O=C(CSc1cccc[n+]1[O-])NC(=O)c1ccc(OC(F)F)cc1,3.1%
CC1Cc2nc(SCC(=O)OCc3ccccc3)n(C)c(=O)c2S1 (stereo unspecified),-5.5%

# Source: PubChem (National Center for Advancing Translational Sciences (NCATS))
